APJ antag: antagonists of human APJ apelin receptor. CHO-K1 APJ beta-arrestin complementation, luminescence. inhibition, % at 20 µM. 330,000 compounds, 0.32% hits. AID 2521;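 active means inhibition above about 40% at 20 µM, limit read from the data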;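 further: cells challenged with 10 nM apelin-13 agonist together with compound; plate controls were apelin-13 plus DMSO wells for no effect and DMSO wells lacking apelin-13 for full effect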
Target sequence (P35414 whole entry, looked up): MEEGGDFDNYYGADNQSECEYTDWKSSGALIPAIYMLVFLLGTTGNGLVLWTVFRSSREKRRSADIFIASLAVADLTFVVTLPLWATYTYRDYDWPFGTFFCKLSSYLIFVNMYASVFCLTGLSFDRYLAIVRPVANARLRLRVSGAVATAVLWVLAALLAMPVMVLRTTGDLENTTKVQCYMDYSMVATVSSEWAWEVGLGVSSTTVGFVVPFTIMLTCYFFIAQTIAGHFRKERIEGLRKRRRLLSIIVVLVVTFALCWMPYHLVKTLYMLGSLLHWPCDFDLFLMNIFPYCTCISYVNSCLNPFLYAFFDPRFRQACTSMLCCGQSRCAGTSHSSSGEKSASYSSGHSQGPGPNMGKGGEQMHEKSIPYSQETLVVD
XBP1 UPR activ: adaptive UPR (XBP1) activation; CHO-XBP1 luciferase reporter, IRE1-XBP1 UPR activation, luminescence; percent of tunicamycin response, DMSO as zero; activation, % at 20 µM; AID 463104; 330,000 compounds, 0.33% hits;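 active means versus positive control, 20 µM dose yields 30% or more activation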;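 further: 100% = tunicamycin at 10 µg/mL and 0% = DMSO only wells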
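assay system = CHO-XBP1 luciferase reporter cells | amount = 1000 cells/well | buffer or medium = F12 plus 10% FBS | compound dosing = single point, 20 µM final compound, 1% DMSO | incubation = 16-18 h cell attachment at 37 °C, then 6 h compound exposure | detection = Steady-Glo luminescence read | controls = tunicamycin 10 µg/mL and vehicle-only wells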
tim23-1 inh: tim23-1 yeast growth inhibition; inhibition, % at 20 µM; S. cerevisiae tim23-1 growth, BacTiter-Glo luminescence, 24 h; AID 463212; 330,000 compounds, 1.3% hits;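 active means growth inhibition of the mutant yeast at or above 50%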;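 further: temperature-sensitive mutant grown at 25 °C; plate controls were DMSO-treated mutant yeast for no effect and medium wells lacking yeast for full effect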
Mdm2 MdmX PPI: human Mdm2/MdmX binding inhibition; inhibition, % at 8 µM; 330,000 compounds, 3% hits; SaOS-2 split-luciferase Mdm2/MdmX complementation, luminescence;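 active means inhibition of at least 50% at 8 µM in the primary screen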
697 NFkB inh: lowers PMA/ionomycin-induced NF-kB signal in 697 B cells. 697 B-cell NF-kB luciferase reporter, 16 h. inhibition, % at 4 µM. 330,000 compounds, 0.33% hits. AID 435022; in the data active means inhibition above about 35%
APJ agonist: activates the human apelin receptor APJ; P35414; CHO-K1 APJ PathHunter beta-arrestin, luminescence; 0% DMSO wells, 100% apelin; activation, % at 20 µM; 330,000 compounds, 0.11% hits; AID 2520;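 active means activation more than six SD over the plate average, tested at 20 µM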;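 further: 0% = DMSO alone and 100% = apelin-13 at 10 nM; some results filed as inactive read as strong as hits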
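Material: engineered CHO-K1 APJ arrestin reporter cells; amount: 1000 CHO-K1 reporter cells seeded per well; incubation: compound stimulation 90 min at 25 °C, detection 60 min; signal: luminescent beta-gal fragment complementation, chemiluminescent substrate; read-out basis: APJ agonist activity; controls: DMSO-only wells as negative, 10 nM Apelin-13 as positive control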
UPR CHOP act: apoptotic UPR (CHOP) activation. 330,000 compounds, 0.34% hits. CHO-CHOP luciferase reporter, luminescence; percent of tunicamycin response over DMSO baseline. activation, % at 10 µM;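 active means at 10 µM dose, activation of 40% or more, normalized to positive control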;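 further: 100% = tunicamycin at 10 µg/mL and 0% = DMSO alone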
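Test system: CHO-CHOP cells, stable luciferase reporter of PERK-eIF2a-CHOP signalling | Quantity: 500 CHO-CHOP cells per well | Buffer or medium: F12 plus 10% serum | Compound dosing: 10 µM single point, 0.5% DMSO | Schedule: 6 h compound treatment, 37 °C | Signal: Luciferase luminescence | Control set: Tunicamycin high control, DMSO low control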
Jurkat NFkB inh: inhibitors of the PMA/ionomycin-induced NF-kB reporter in Jurkat cells; PMA/ionomycin-induced NF-kB luciferase reporter, luminescence; inhibition, % at 4 µM; 330,000 compounds, 0.53% hits; AID 435003; in the data active means inhibition above about 50%
An asterisk follows results filed as active; i = inactive.

Each structure is followed by: Mdm2 MdmX PPI	tim23-1 inh	APJ antag	UPR CHOP act	697 NFkB inh	APJ agonist	Jurkat NFkB inh	XBP1 UPR activ
COCc1c(C(=O)N2CCN(c3ccccc3C)CC2)oc2ccccc12
  -1	20	6	-0.3	-11	-3	-16	0
CCOc1ccc(NC(=O)CNC(=O)c2nn(-c3ccc(OC)cc3)c(=O)c3ccccc23)cc1
  23	-13	0	0.1	15	2	-3	6
O=C(COC(=O)c1cc(-c2cccc(Br)c2)nc2ccccc12)NCC1CCCO1 (stereo not drawn)
  -20	6	-11	-0.6	12	-1	7	-2
Cc1cc(OCC(=O)Nc2ccc(CN3CCOCC3)cc2)c2c(C)cc(=O)oc2c1
  33	14	-17	-0.9	21	-3	-7	-2
COc1ccccc1NC(=O)CSc1nnc(Cn2c(=O)sc3ccccc32)n1C
  2	15	19	0.3	9	-4	9	0
Cc1cc(C)cc(NC(=O)c2cc(S(=O)(=O)NCc3ccco3)ccc2F)c1
  -15	41	1	0.4	-1	-3	14	1
Cc1ccc(NC(=O)CSc2nn3c(=O)c(C)nnc3s2)cc1Cl
  -5	11	16	0.7	-22	-3	-1	-3
Cc1ccnc(NS(=O)(=O)c2ccc(NC(=O)Cc3cccs3)cc2)n1
  -23	11	12	-1.5	-7	-3	0	10
C/C(=N\NC(=O)COc1ccccc1[N+](=O)[O-])c1cccs1
  -39	5	-8	1.3	-41	-2	-82	-1
Cc1cc(OCC(=O)Nc2ccccc2N2CCOCC2)c(C(C)C)cc1Cl
  9	12	7	0.3	-13	-2	-8	-2
Cc1nc2nc3c(c(=O)n2[nH]1)CCCC3
  15	1	14	-1.7	16	-1	14	-7
CCOC(=O)C1CCN(Cc2cn(C)nc2-c2ccc(Oc3ccccc3)cc2)CC1
  -5	7	13	1.0	10	-3	-6	-4
Cc1ccc(NC(=O)COC(=O)C2(CC(=O)NC(C)C)CCCC2)cc1C
  3	28	-5	0.1	-2	-1	1	0
Cc1ccc(C)c(SCC(=O)N(C)C2CCS(=O)(=O)C2)c1 (stereo not drawn)
  -34	-4	6	1.5	5	-1	0	-1
Cc1ccccc1OCC(=O)NCCCNC(=O)c1cccnc1
  13	10	0	1.1	-5	-3	-17	0
Cc1ccc(S(=O)(=O)NC(CC(=O)NC2CCCC2)c2ccco2)cc1 (stereo not drawn)
  9	12	12	0.3	16	-2	-9	-5
Cc1cccc(C)c1Nc1nnc(SCc2cc([N+](=O)[O-])cc3c2OCOC3)s1
  12	32	-12	1.4	6	-1	-10	2
CCCN(C(=O)Cc1nc(N)n[nH]1)C1(C(=O)Nc2ccccc2C)CCCCC1
  18	4	-16	-0.7	8	-3	-9	-6
COc1cccc(N2CCN(C(=O)CC(NC(=O)c3ccccc3)c3ccccc3)CC2)c1 (stereo not drawn)
  22	7	8	-0.2	6	-3	-8	-1
Cc1c(/C=N/NC(=O)c2cccnc2)c2ccccc2n1Cc1ccccc1
  26	41	-3	-0.9	4	-2	18	-2
CCn1c2ccccc2c2cc(NC(=O)COC(=O)c3cc(S(N)(=O)=O)c(Cl)cc3Cl)ccc21
  7	-19	-17	0.6	25	0	-26	-1
O=C(CN1CCC(n2nnc3cc(F)ccc32)CC1)N1CCc2ccccc2C1
  0	6	22	-2.0	10	0	-8	-4
CC1CCN(CCc2nc3cc(NC(=O)NC4CCCCC4)ccc3n2C)CC1
  5	27	-20	-1.6	-3	-3	-9	0
Cc1nc(CS(=O)(=O)c2ccc(Cl)cc2)cc(N2CCOCC2)n1
  25	16	14	-3.2	4	-3	-5	1
Cc1cc(=O)[nH]c2c1c(C)nn2C1CCOC(C)(C)C1 (stereo not drawn)
  13	-5	-17	-0.8	10	-6	-4	-1
C/C(=N\NC(=S)Nc1cccc(C)c1)c1cccc(N)c1
  -5	37	27	2.7	-24	2	-20	-1
Cc1ccc(S(=O)(=O)Nc2nc3ccc(N)cc3s2)cc1
  -1	7	13	0.3	3	-1	5	-3
Cc1ccc(OCCN(C)C(=O)CC2C(=O)NCCN2CC(C)(C)C)cc1 (stereo not drawn)
  3	-12	-7	0.9	6	-1	4	0
O=C(O)CCc1ccc(-c2ccc(Br)cc2)n1Cc1ccco1
  7	17	-1	-2.2	18	-3	9	-4
Cc1ccc(C)c(NS(=O)(=O)c2ccc(-c3coc(C)n3)cc2)c1
  23	42	-45	2.7	-4	0	4	-2
CCCCN1C(=O)C2NN=C(C(=O)OCC)C2C1=O (stereo not drawn)
  -5	-5	10	-2.8	20	-1	1	2
O=C(Nc1ccc(Nc2ccncc2)cc1)c1ccc([N+](=O)[O-])cc1
  100*	-15	-2	0.1	-36	2	40	6
COC(=O)CCCCCc1ccc(C(C)=O)s1
  -5	10	-5	-0.1	-13	-1	-10	1
CC1(C)N([O-])C(c2ccccc2)=C[N+](=O)C1(C)C
  -34	12	-19	2.2	5	7	-13	0
O=[N+]([O-])c1ccc(/C([O-])=C(/C(=S)Nc2ccccc2F)[n+]2ccccc2)cc1
  -4	2	-31	0.3	-1	5	-11	2
CCCc1ccc(-c2cc(C(=O)NN3CCOCC3)c3ccccc3n2)cc1
  5	-41	11	2.4	-46	-1	-43	0
CC(C)N(Cc1ccccc1)C(=O)COC(=O)c1c(F)cccc1F
  8	29	2	0.6	17	-2	8	-2
O=C1/C(=C/c2ccccc2)CCCc2ccccc21
  7	17	6	2.7	-88	0	-97	2
Cc1ccc(CNC(=O)c2cc3c(-c4ccc(Cl)cc4)nn(C)c3s2)o1
  42	31	-5	-0.6	5	4	2	2
Clc1ccc(-c2ccc(-c3nn4c(-c5ccco5)nnc4s3)o2)cc1
  10	-18	-8	3.0	4	5	11	91*
CCOC(=O)c1cn2nc(Oc3ccc(OC)cc3)ccc2n1
  -10	0	15	0.7	13	1	-5	0
Cc1ccc(C)c(C(C)NC(=O)CC#N)c1 (stereo not drawn)
  15	14	0	-1.5	-49	0	1	0
COc1ccc(-c2nc(NC(=O)c3n[nH]c(=O)c4ccccc34)sc2C)cc1
  69*	-31	13	3.1	i	-3	-42	-1
CC(=O)c1ccc(S(=O)(=O)N2CCN(CCOc3ccc(Br)cc3)CC2)cc1
  26	30	5	0.6	-17	-1	32	-2
CCNC(=O)COC(=O)CNC(=O)c1cc(Cl)cc([N+](=O)[O-])c1
  -15	11	2	2.2	15	0	17	0
COc1ccc2[nH]c3c(=O)n(CCCCC(=O)NCCC(C)C)c(=S)[nH]c3c2c1
  -17	-7	9	0.7	-8	-1	-2	5
CCN1CCN(C(c2cccs2)C(C)NC(=O)c2ccccc2OC)CC1 (stereo not drawn)
  7	14	21	0.2	-10	-3	-10	0
CC(C)c1nn(-c2cc(C(F)(F)F)ccn2)c(=O)o1
  -17	11	-1	0.5	7	1	4	0
COc1cc(C(C(=O)NC2CCCCC2)N(C(=O)c2snc(C(N)=O)c2N)c2ccc(C)cc2)ccc1O (stereo not drawn)
  -8	3	13	0.3	21	1	14	0
O=S(=O)(Nc1cccnc1)c1ccc(Cl)c(C(F)(F)F)c1
  5	8	17	0.5	9	-4	-2	0
COC(=O)COc1ccc2cc(-c3ccc(OC)cc3)c(=O)oc2c1
  -4	-3	-6	5.3	0	3	-9	-3
COC(=O)C1CCN(C(=O)CSc2nnc(-c3ccncc3)o2)CC1
  9	-2	9	-4.5	18	-3	-5	-5
COc1cccc2cc(S(=O)(=O)c3ccc(C)cc3)/c(=N/NS(=O)(=O)c3ccc(C)cc3)oc12
  8	10	11	0.3	10	-4	-4	-4
COc1ccc(NC(=O)c2nc(S(=O)(=O)Cc3cccc(C)c3)ncc2Cl)c(OC)c1
  85*	35	-8	61*	-243	3	54*	-5
CCCNS(=O)(=O)c1cc(Br)cc2c1N(C(=O)CC)CC2
  -23	4	5	-0.6	16	-5	11	3
O=C(O)CCCNC(=O)c1ccc(NC(=O)Cc2ccc(Cl)cc2)cc1
  -33	16	-17	-1.4	-35	6	-6	-5
O=C(c1ccc(Cl)cc1)C1CCCN(Cc2cccn2-c2cccnc2)C1 (stereo not drawn)
  4	-8	-14	-0.1	0	-6	7	0
COc1ccc(Nc2nc(-c3ccccc3)nc3ccccc23)c(OC)c1
  25	30	6	-2.5	-1	-1	-6	2
C/C=C\C=C/C(=O)Nc1cccc(C2=NOC3(C2)C[C@@H](C(N)=O)N(C(=O)/C=C/CC)C3)c1 (stereo partly drawn)
  -1	29	-1	1.0	-15	10	4	2
CCc1ccc(NC(=O)CN(c2ccc3c(c2)OCO3)S(=O)(=O)c2c(C)noc2C)cc1
  -2	10	10	0.0	-7	-3	-9	-1

New compounds follow:
Each structure is followed by: Mdm2 MdmX PPI	tim23-1 inh	APJ antag	UPR CHOP act	697 NFkB inh	APJ agonist	Jurkat NFkB inh	XBP1 UPR activ
CCOc1ccc(OCC(=O)c2c(O)c3ccccc3oc2=O)cc1
  7	17	7	0.6	-6	-1	-1	1
Cc1ccccc1C(=O)NNS(=O)(=O)c1cccc([N+](=O)[O-])c1
  24	-1	-15	-1.6	12	-1	2	-2
Cc1ccc(NC(=O)CSc2ccc3c(c2)OCCO3)nc1
  10	0	-43	1.5	-14	-4	1	0
COc1ccc(Nc2ccc(Cl)cc2)c(C(=O)O)c1
  13	23	-5	-1.6	15	-1	-13	-2
O=C(NCc1ccccc1)C(c1ccccc1)N(C(=O)c1csnn1)C1CC1 (stereo not drawn)
  8	10	-8	-0.2	24	-1	11	4
COc1ccc(Cl)cc1NC(=O)CCNC(=O)Cn1ccc2ccccc2c1=O
  -16	-2	-3	2.4	11	-3	-3	-2
COc1ccc(S(=O)(=O)N2CCC(C(=O)Nc3nnc(CCN4CCCCC4)s3)CC2)cc1
  18	7	-12	0.6	13	-4	-7	-1
Cc1cc(C(C)(C)C)nc2[nH]n(-c3ccccc3)c(=O)c12
  14	15	-10	-0.4	2	0	-12	4
COc1ccc(/C=N/NC(=O)Cn2cnc3c2c(=O)n(C)c(=O)n3C)c(OC)c1OC
  -7	11	-28	0.9	-8	2	-10	-2
COC1CCCN(C(=O)c2ccc(OC3CCN(S(=O)(=O)N(C)C)CC3)cc2)C1 (stereo not drawn)
  -9	9	13	2.3	-17	4	3	-5

Part of the list above, reduced to XBP1 UPR activ, tim23-1 inh and APJ agonist:
Molecule,XBP1 UPR activ,tim23-1 inh,APJ agonist
COC(=O)C1CCN(C(=O)CSc2nnc(-c3ccncc3)o2)CC1,-5,-2,-3
CC(C)N(Cc1ccccc1)C(=O)COC(=O)c1c(F)cccc1F,-2,29,-2
Cc1cc(C)cc(NC(=O)c2cc(S(=O)(=O)NCc3ccco3)ccc2F)c1,1,41,-3

As entered above.
`Cc1ccccc1C(=O)NNS(=O)(=O)c1cccc([N+](=O)[O-])c1` | Jurkat NFkB inh: 2
`Cc1cc(C(C)(C)C)nc2[nH]n(-c3ccccc3)c(=O)c12` | tim23-1 inh: 15
`CCOc1ccc(OCC(=O)c2c(O)c3ccccc3oc2=O)cc1` | tim23-1 inh: 17

Screening data: PubChem, Sanford-Burnham Center for Chemical Genomics

No enrichment for hits; 5% or so of the library scored in one or more.
